BLM inh: blocks DNA unwinding by human BLM helicase; hit rate 0.2% among 350,000; Potency, µM (highest dose often 56.1 µM), without a hit: at the highest dose activity change, negative = inhibition, hits mostly inhibitors; P54132; recombinant BLM DNA unwinding, fluorescence dequenching;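 also: plate controls were vehicle for no effect and no enzyme for full effect; nearly all actives have a fitted effect of over 35% in size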
HP1b chromo inh: inhibitors of HP1-beta chromodomain binding to methylated histone tails. hit rate 0.56% among 390,000. P83916. AlphaScreen HP1-beta / biotin-H3K9me3 peptide binding. Potency, µM (top dose mostly 114 µM), for the others: at the top dose activity change, negative = inhibition, hits mostly inhibitors; also: nearly all actives have a fitted effect of over 70% in size; inactives centre near 23
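HP1-beta protein (50 nM final) preincubated 30 min at room temperature with biotinylated H3(1-18)K9me3 peptide (50 nM) in PBS pH 7.4, 0.01% Tween-20, then compound added for 30 min. AlphaScreen streptavidin donor/nickel chelate acceptor beads (10 ug/mL final), 30 min dark, luminescence read.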
Pin1 inh: inhibitors of human Pin1; hit rate 0.009% among 390,000; Q13526; Potency, µM (doses to about 115 µM), without a hit: top-dose activity, negative = inhibition, most hits filed as inhibitors; Pin1 FP peptide displacement, HiFluor488, 10 min; AID 504891; active = well fitted inhibition curve with a large enough effect in the polarisation, with a control signal flat, not every such curve was filed as active; inconclusive = small, poorly fitted or top-dose-only effect, or effect the other way, or a change in a side signal; inactive = no such curve, though single readings can be large or run the other way; the % refers to the polarisation; also: % is scaled to controls: 0 for no effect and ±100 for the full control effect
POLI inh: DNA polymerase iota (human) inhibition | Pol iota fluorescent replication assay, 10 min | Q9UNA4 | Potency, µM (titrated, usually from 115 µM), for the others: top-dose activity, negative = inhibition, most hits filed as inhibitors | hit rate 1% among 390,000
Target sequence (Q9UNA4 whole entry, looked up): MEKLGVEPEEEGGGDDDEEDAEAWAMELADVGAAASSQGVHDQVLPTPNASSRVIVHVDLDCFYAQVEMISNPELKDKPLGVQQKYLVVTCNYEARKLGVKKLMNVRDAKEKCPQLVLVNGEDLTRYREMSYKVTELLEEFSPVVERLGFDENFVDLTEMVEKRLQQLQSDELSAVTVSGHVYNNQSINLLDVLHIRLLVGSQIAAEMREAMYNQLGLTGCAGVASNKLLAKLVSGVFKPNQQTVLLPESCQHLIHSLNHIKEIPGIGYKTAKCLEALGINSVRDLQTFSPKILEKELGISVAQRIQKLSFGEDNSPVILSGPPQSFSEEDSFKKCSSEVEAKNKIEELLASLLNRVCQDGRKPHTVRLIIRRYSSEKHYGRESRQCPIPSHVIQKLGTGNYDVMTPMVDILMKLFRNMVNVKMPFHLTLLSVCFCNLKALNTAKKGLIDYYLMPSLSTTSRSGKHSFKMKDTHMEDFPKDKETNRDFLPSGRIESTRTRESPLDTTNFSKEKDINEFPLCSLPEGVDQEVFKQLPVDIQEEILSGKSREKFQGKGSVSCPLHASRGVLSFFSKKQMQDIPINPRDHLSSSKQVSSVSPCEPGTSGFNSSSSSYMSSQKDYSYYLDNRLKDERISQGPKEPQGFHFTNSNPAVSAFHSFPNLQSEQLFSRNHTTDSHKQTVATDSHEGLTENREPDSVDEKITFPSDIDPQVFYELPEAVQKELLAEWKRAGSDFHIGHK
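Pol iota at 10 nM preincubated 15 min with compounds at room temperature; reaction started with fluorescent substrate, 50 nM final. Fluorescence read kinetically at 0 and 10 min; buffer-only wells as negative control.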
JMJD2A Tudor: JMJD2A Tudor domain (human) inhibition; O75164; Potency, µM (top dose mostly 114 µM), for the others: top-dose activity change, negative = inhibition, most hits filed as inhibitors; AlphaScreen JMJD2A-Tudor / H3K4me3 peptide binding; hit rate 4.4% among 390,000; also: % is scaled to controls: 0 for no effect and ±100 for the full control effect; nearly all actives have a fitted effect of over 50% in size
GLS inh: blocks human kidney-isoform glutaminase activity; O94925; GLS enzymatic activity, qHTS titration; Potency, µM (series often up to 45.5 µM), for the others: at the highest dose activity change, negative = inhibition, hits mostly inhibitors; hit rate 0.21% among 410,000; also: % is scaled to controls: 0 for no effect and ±100 for the full control effect
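Assay buffer: 45 mM KH2PO4 pH 8.2, 0.02% Tween-20. hKGA acts on L-glutamine (1 mM solution added); product glutamate is reported by an oxidase/peroxidase Amplex Red coupling, with fluorescence taken at baseline and 30 min.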
BAZ2B inh: inhibitors of human BAZ2B bromodomain; Q9UIF8; Potency, µM (top dose mostly 114 µM), for the others: at the highest dose activity change, negative = inhibition, most hits filed as inhibitors; hit rate 4.4% among 360,000; AID 504333; AlphaScreen BAZ2B-H3K14Ac peptide displacement; also: % is scaled to controls: 0 for no effect and ±100 for the full control effect; nearly all actives have a fitted effect of over 60% in size
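AlphaScreen luminescence quantifies BAZ2B engagement of H3K14Ac peptide; the protein and biotinylated peptide are both at 50 nM final, buffer PBS pH 7.4 with 0.01% Tween-20, all steps at room temperature.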
Tb PGK inh: blocks T. brucei phosphoglycerate kinase; P07378; PGK/GAPDH coupled, Kinase-Glo luminescence, 60 min; Potency, µM (titrated, usually from 57.5 µM), for inactives: at the top dose activity change, negative = inhibition, most hits filed as inhibitors; hit rate 0.043% among 380,000; also: % is scaled to controls: 0 for no effect and ±100 for the full control effect; nearly all actives have a fitted effect of over 60% in size
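Luminescent ATP detection (Kinase-Glo Plus) follows a 60-minute room-temperature incubation, with wells lacking PGK as controls. Buffer: 100 mM TEA (pH 7.6), 5 mM MgCl2, 0.01% Tween-20. Coupling enzyme GAPDH (100 nM final) supplies unstable 1,3-BPG in-well.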
G9a inh: inhibitors of human histone lysine methyltransferase G9a | hit rate 8.8% among 350,000 | Potency, µM (highest dose often 102 µM), inactives show top-dose activity, negative = inhibition, actives largely listed as inhibitors | G9a H3K9 monomethylation, AlphaScreen, 2 h | Q96KQ7 | AID 504332; also: % is scaled to controls: 0 for no effect and ±100 for the full control effect; nearly all actives have a fitted effect of over 75% in size
Target sequence (Q96KQ7 913-1193 limits assumed): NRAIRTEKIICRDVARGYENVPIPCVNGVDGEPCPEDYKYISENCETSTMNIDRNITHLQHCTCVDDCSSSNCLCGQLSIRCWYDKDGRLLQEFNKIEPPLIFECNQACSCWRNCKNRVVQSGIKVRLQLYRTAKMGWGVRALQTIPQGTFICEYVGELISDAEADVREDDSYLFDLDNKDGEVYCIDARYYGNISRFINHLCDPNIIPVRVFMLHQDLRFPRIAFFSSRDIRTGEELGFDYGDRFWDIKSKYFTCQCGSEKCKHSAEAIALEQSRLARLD
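Step 1: enzyme (final 20 nM) with compound, 15 min RT. Step 2: substrate peptide 500 nM and SAM 20 uM, 2 h RT. Step 3: anti-H3K9me1 antibody and AlphaScreen beads, 10 min, then plate read.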
The depositor's hits bear a star; i = inactive; ? = inconclusive; . = not tested or not shown; & = joins results of further samples; [ ] = remark or other dose. Unless noted, calls follow the shape of the dose curve; as a rule, active = well fitted curve in the direction sought with a large enough effect; inconclusive = small, poorly fitted or top-dose-only effect, or another doubt; inactive = no such curve, though single readings can be large; an effect the other way counts as inactive or inconclusive. Potency is read from the fitted curve at half-maximal effect.

BLM inh	smiles	HP1b chromo inh	Pin1 inh	POLI inh	JMJD2A Tudor	GLS inh	BAZ2B inh	Tb PGK inh	G9a inh
-8%	Cc1cc(OCC(=O)O/N=C(\N)c2ccccc2)cc(C)c1Cl	260%[activator]	-1%	-1%	167%[activator]	5%	244%[activator]	-9%	56%[activator][59 µM]
3%	O=[N+]([O-])c1cc(CN2CCC(O)CC2)ccc1Cl	?	-3%	133%[activator]	0.89µM*	-5%	50µM*	1%	13µM*
-3%	Cn1nc(C(=O)Nc2nc3ccccc3[nH]2)ccc1=O	19%	2%	-16%	-35%	7%	?	-12%	32µM*
6%	O=C(Nc1ccc2c(c1)OCCO2)c1cccs1	28%	-1%	12%	-5%	4%	-5%	-9%	6%[59 µM]
-6%	COc1ccc(Cl)cc1N(CC(=O)Nc1ccccc1SC)S(C)(=O)=O	27%	0%	15%	-23%	-3%	5%	3%	9%[59 µM]
-1%	CCCn1c(=N)n(CC(=O)C(C)(C)C)c2ccccc21	21%	8%	9%	-31%[11.4 µM]	2%	?	-12%	-21%[12.7 µM]
-1%	CC1CC(=O)N(CC(=O)Nc2ccccc2F)c2ccccc2S1(=O)=O (configuration not stated)	26%	-3%	29%	-10%	3%	-2%	i	-8%
-12%	CCOc1ccc(-c2oc3ccccc3c(=O)c2O)cc1OCC	27%	-1%	-4%	6%	17%	-4%	7%	?
2%	COc1ccc(CCNC(=O)CN(c2ccc(OC)c(OC)c2)S(C)(=O)=O)cc1	35%[activator]	2%	41%[activator]	-10%	0%	5%	-5%	9%
-3%	Cc1ccc(C2C(C#N)=C(N)N(N(C)C)C3=C2C(=O)CCC3)cc1 (configuration not stated)	32%	-1%	39%[activator]	-4%	8%	-7%	-1%	27%[59 µM]
1%	COC(=O)c1nn(-c2cccc(C)c2)c2nnc(Cc3ccccc3)c(=O)n12	-2%	5%	23%	1%	1%	3%	5%	-7%[59 µM]
-4%	Cc1cccc(C(=O)NCCCn2ccnc2)c1C	-2%	-11%	31%[activator]	-21%	-4%	-22%	-7%	8%
-3%	CCOC(=O)C1=C(C)N=C(SC)N(C)C1c1ccccc1 (configuration not stated)	21%	4%	12%	-1%	8%	8%	3%	.
0%	Cc1ccccc1OCC(=O)N/N=C/c1cc2ccccc2nc1Cl	?	5%	21%	-2%	-4%	6%	-9%	-10%[2.33 µM]
-4%	O=C(COC(=O)c1ccccc1O)Nc1ccc(OC(F)F)cc1	29%	-1%	-10%	-4%	-6%	3%	i	-6%[12.7 µM]
-2%	CC(=O)CCc1c(C)c2cc(C)ccc2[nH]c1=O	47%[activator]	14%	9%	0%	-1%	-9%	5%	-9%[12.7 µM]
-15%	CCOC(=O)c1cc(-c2ccccc2)sc1NC(=O)COC(=O)c1ccc(Cl)c(S(N)(=O)=O)c1	49%[activator]	2%	69%[activator]	10%[11.4 µM]	-3%	-16%	-2%	40%[12.7 µM]
-2%	Cc1noc(C)c1C(=O)Nc1cccnc1	52%	1%	6%	-4%	-4%	-5%	0%	-32%
-1%	Cn1nnc(NC(=O)c2ccccc2F)n1	13%	7%	-9%	-12%	0%	-3%	i	-9%
-9%	NS(=O)(=O)c1ccc(CCNC(=O)c2ccc3nc4ccc(Cl)cc4c(=O)n3c2)cc1	43%[activator]	27%	11%	-1%	1%	1%	-9%	-5%

Whole records, quoted from the list.
Cn1nnc(NC(=O)c2ccccc2F)n1 is listed with BLM inh: -1%; HP1b chromo inh: 13%; Pin1 inh: 7%; POLI inh: -9%; JMJD2A Tudor: -12%; GLS inh: 0%; BAZ2B inh: -3%; Tb PGK inh: i; G9a inh: -9%
Cc1ccc(C2C(C#N)=C(N)N(N(C)C)C3=C2C(=O)CCC3)cc1 (configuration not stated) is listed with BLM inh: -3%; HP1b chromo inh: 32%; Pin1 inh: -1%; POLI inh: 39%[activator]; JMJD2A Tudor: -4%; GLS inh: 8%; BAZ2B inh: -7%; Tb PGK inh: -1%; G9a inh: 27%[59 µM]

Next entries.
BLM inh	smiles	HP1b chromo inh	Pin1 inh	POLI inh	JMJD2A Tudor	GLS inh	BAZ2B inh	Tb PGK inh	G9a inh
-6%	COc1ccc(CC(=O)N2CCCc3ccccc32)cc1	36%[activator]	6%	-4%	-1%	-15%	12%	-9%	-9%[59 µM]
.	C=CCSc1nnc2c(n1)-c1cccc3cccc-2c13	-20%	?	-12%	?	?	.	3%	.
-4%	COc1nc(-c2ccccc2)c2cc(C)ccc2n1	4%	-3%	108%[activator]	?	-21%	11%	0%	.
-2%	COc1ccc(/C=C/C(=O)Nc2cc(S(=O)(=O)N3CCOCC3)ccc2N2CCCC2)cc1OC	-9%	0%	109%[activator]	-28%	3%	?	8%	-28%
-1%	Cc1ccc(NC(=O)c2oc3ccc(S(=O)(=O)N4CCCCC4)cc3c2C)c(C)c1	47%[activator]	-4%	13%	-26%	1%	24%	i	?
-4%	CCCc1cc(=O)oc2cc(OCc3nn[nH]n3)ccc12	58%[activator]	9%	1%	-33%	0%	-4%[57.1 µM]	-10%	?
.	COc1ccccc1C(=O)Nc1ccc(S(=O)(=O)N(C)c2ccccc2)cc1	22%	16%	-12%[58.9 µM]	0%	-10%	.	-9%	.
.	c1ccc(C2=NOC(c3nnc(-c4ccccc4)o3)C2)cc1 (configuration not stated)	38%[activator]	6%	9%	-9%	6%	.	i	.
.	COc1ccc(N2CC(C(=O)NCCC3=CCCCC3)CC2=O)c(OC)c1 (configuration not stated)	17%	-3%	20%	-14%	2%	-3%	5%	1%
-10%	COc1ccccc1NC(=O)CSc1oc(-c2cccs2)nc1S(=O)(=O)c1ccc(Br)cc1	19%	28%	1%	-15%	0%	-9%	i	?
-5%	COc1ccc(/C=N/NC(=O)c2c(Br)cnn2C)c2ccccc12	33%	-1%	12%	-10%	-2%	-38%	-4%	-2%
-9%	O=C(Nc1cccc(C(F)(F)F)c1)C(Sc1ncnc2ccccc12)c1ccccc1 (configuration not stated)	?	22%	9%	-15%[57.1 µM]	12%	-8%	-2%	31%[59 µM]
-2%	Cc1c(C(=O)NCCc2ccccc2)cccc1-n1cnc2cccnc21	7%	1%	27%	-13%	-9%	-6%	-3%	-8%[59 µM]
-7%	O=C(N/N=C/C(Cl)=C/c1ccccc1)c1ccncc1	33%	12%	71%[activator]	-1%	1%	-10%	-3%	2%
0%	CCOC(=O)CSc1nc2cc(C(=O)NCc3ccco3)ccc2c(=O)n1-c1ccc(F)cc1	19%	-4%	-9%[58.9 µM]	-20%	-1%	11%	10%	-29%[59 µM]
-1%	CCn1c(CC(C)C)n[nH]c1=S	33%	-5%	-3%	?	15%	10%	-8%	.
0%	CC(NC(=O)CCNS(=O)(=O)c1ccc2c(c1)c(=O)n(C)c(=O)n2C)c1ccccc1 (configuration not stated)	29%	-3%	-2%	-11%	-4%	0%	i	.
-1%	COc1ccc(C(=O)C2CCN(C(=O)c3ccco3)CC2)cc1	25%	-4%	3%[58.9 µM]	-1%	-4%	-6%	-4%	-49%
.	O=C(c1cc(Br)ccc1O)N(Cc1ccco1)Cc1cccs1	-3%[57 µM]	1%	-6%	-28%[57.1 µM]	.	.	.	.
-4%	COC(=O)C1C(c2ccccc2)NC(=O)NC1(O)C(F)(F)Cl (configuration not stated)	41%[activator]	-5%	58%[activator]	-12%	1%	-11%	-10%	-26%
2%	O=S1(=O)CCN2C=Nc3sc4c(c3C2=N1)CCCC4	19%	-7%	6%	8%	5%	-5%	5%	-12%[12.7 µM]
-6%	C=CCOc1cccc(C2C(C(=O)c3ccc(C)o3)=C(O)C(=O)N2Cc2ccncc2)c1 (configuration not stated)	-4%	3%	14%	2%[11.4 µM]	-3%	-4%	i	?
-1%	COc1cc(CCC(=O)Nc2cnc3ccccc3c2)cc(OC)c1OC	11%	1%	6%	-19%	-4%	-1%	.	-23%[2.33 µM]
0%	Cc1ccccc1NC(=S)NNC(=O)c1ccncc1	21%	-4%	46%[activator]	-19%	?	-16%	2%	5%
-4%	Cc1cc2cc(CN(Cc3cccs3)C(=S)NCC3CCCO3)c(=O)[nH]c2cc1C (configuration not stated)	26%	?	1%	-14%[57.1 µM]	3%	-29%	4%	-6%[59 µM]
?	Cc1c(O)ccc(/C=N/Nc2nc(-c3cccnc3)nc3ccccc23)c1O	7%&8%	39%&51%[activator]	-17%&-29%	?	24%	?	-7%	.
-1%	Nc1nnnn1/N=C/c1cc([N+](=O)[O-])ccc1O	31%	-15%	15%	-2%	6%	2%	-1%	-3%
-5%	COc1cccc(/C=C/c2onc(C)c2S(=O)(=O)N2CCC(C(=O)N3CCCCC3)CC2)c1	18%	2%	13%	-20%	3%	1%	3%	5%[59 µM]
-1%	O=Cc1cn(-c2ccccc2)nc1-c1ccc(F)cc1	56%[activator]	1%	29%	-12%	-7%	7%	-3%	30%
-3%	CC(C)c1ccc(C2C(C#N)=C(N)Oc3c2oc(CO)cc3=O)cc1 (configuration not stated)	51%[activator]	5%	48%[activator]	-14%	-7%	2%	0%	10%
-5%	N#CCc1ccc(Oc2ncc(C(F)(F)F)cc2Cl)cc1	-7%	-1%	-8%	0%	-1%	33%	-8%	48%
-2%	Cc1ccc(-c2n[nH]c(=S)n2/N=C/c2ccc(C(=O)O)cc2)cc1	34%	-2%	-14%	3.2µM*	-27%	-16%	i	3.2µM*
-10%	CCOC(=O)c1c(NC(=O)CSc2cn(CCNC(=O)c3ccc(OC)c(OC)c3)c3ccccc23)sc2c1CCCC2	13%	0%	6%	-30%	8%	-33%	-6%	7%[59 µM]
0%	O=C(CCCCCNC(=O)N1CCn2c1nc1ccccc12)NCCc1ccccc1	58%[activator]	5%	7%	-23%	1%	-16%	i	4%
1%	Cc1ccc(Nc2ccc(C(=O)NC3CCCCC3)cn2)cc1	33%	-3%	26%	?	3%	-17%	7%	3%
1%	COc1cnn(-c2cc(Oc3ccc(C)cc3)ncn2)c(=O)c1Cl	23%	4%	10%	-1%	-4%	-15%	-1%	2%[12.7 µM]

Source: PubChem

The list is partial; the hit share may differ from the screen's.
